# Pf growth 48h: Primary qHTS for delayed death inhibitors of the malarial parasite plastid, 48 hour incubation; P. falciparum luciferase growth in erythrocytes, 48 h; AID 504832, 2011; Potency, µM (series often up to 28.7 µM), for the others: top-dose activity change, negative = inhibition, usual class: inhibitors; 310,000 tested, 5.9% active; also: potency is read from the fitted curve at half-maximal effect; % is scaled to controls: 0 for no effect and ±100 for the full control effect
#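 Parasite viability was followed by luminescence of a genomically integrated firefly luciferase. Cultures held 0.1% parasitemia at 2% hematocrit (final), incubated under 5% CO2 at 37 C.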
# Giardia FBPA inh: qHTS Assay for Inhibitors of Fructose-1,6-bisphosphate Aldolase from Giardia Lamblia; Potency, µM (titrated, usually from 59.6 µM), for inactives: at the top dose activity, negative = inhibition, actives largely listed as inhibitors; purified Giardia FBPA; A8B2U2; 290,000 tested, 0.71% active; AID 2451, 2010; also: potency is read from the fitted curve at half-maximal effect; % is scaled to controls: 0 for no effect and ±100 for the full control effect; nearly all actives have a fitted effect of over 55% in size
# Target sequence (A8B2U2 whole entry, looked up): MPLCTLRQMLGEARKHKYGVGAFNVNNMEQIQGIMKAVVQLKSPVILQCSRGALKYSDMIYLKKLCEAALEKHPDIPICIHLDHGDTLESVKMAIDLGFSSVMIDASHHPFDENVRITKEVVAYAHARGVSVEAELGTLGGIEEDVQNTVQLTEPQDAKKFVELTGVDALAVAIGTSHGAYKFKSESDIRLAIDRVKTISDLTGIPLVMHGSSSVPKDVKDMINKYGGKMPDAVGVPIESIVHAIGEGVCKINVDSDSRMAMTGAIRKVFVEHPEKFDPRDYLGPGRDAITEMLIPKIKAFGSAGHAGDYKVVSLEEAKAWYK
#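 40 nM FBPA preincubated 10 min at RT with compound (up to 57.5 uM final), then substrate plus GAPDH/TPI/NAD/arsenate coupling and diaphorase/resazurin added. Fluorescence read after 20 min at RT, 525/598 nm.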
# HCV inh: qHTS Assay for Inhibitors of Hepatitis C Virus (HCV) | Huh7.5.1 HCVcc-Cre infection, luciferase reporter, 44 h | Potency, µM (doses to about 41.8 µM), inactives show at the top dose activity change, negative = inhibition, usual class: inhibitors | 340,000 tested, 3.4% active | AID 651820, 2012; also: potency is read from the fitted curve at half-maximal effect; % is scaled to controls: 0 for no effect and ±100 for the full control effect
#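 A cell-based infection assay in which seeded cells (1,000 per well) receive test compound after 4 h, are inoculated with HCVcc-Cre at approximately 0.5 moi, and are incubated 44 h before luminescence detection.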
# Shiga toxin inh: A qHTS for Small Molecule Inhibitors of Shiga Toxin; inhibition, % at 38.7 µM; Vero cells, Shiga toxin protein synthesis inhibition reporter; 290,000 tested, 9.2% active; in the data active = inhibition mostly above about 28%, no sharp cut-off; inactive = mostly below about 43%; also: 0% is about no effect
# CHX counter: Cycloheximide Counterscreen for Small Molecule Inhibitors of Shiga Toxin; max response, %; cell reporter, cycloheximide protein synthesis inhibition counterscreen; 300,000 tested, 12% active; AID 2314, 2010; in the data active = max response mostly above about 13%, no sharp cut-off; inactive = mostly below about 14%; also: read at 38.3 µM for the half of the compounds with a filed dose; 0% is about no effect
# Pf growth 96h: Primary qHTS for delayed death inhibitors of the malarial parasite plastid, 96 hour incubation; P. falciparum luciferase reporter growth, 96 h; Potency, µM (doses to about 28.7 µM), for inactives: at the top dose activity change, negative = inhibition, usual class: inhibitors; 320,000 tested, 6.9% active; AID 504834, 2011; also: potency is read from the fitted curve at half-maximal effect; % is scaled to controls: 0 for no effect and ±100 for the full control effect
#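 P. falciparum expressing integrated firefly luciferase grown in erythrocytes (2% hematocrit, 0.05% parasitemia final) with compounds for 96 hours at 37 C, 5% CO2. Growth inhibition read as loss of luminescence after adding luciferase detection reagent.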
# Active calls of the source: *; ? = inconclusive; . = not tested or not shown; & = joins results of further samples; ! = not confirmed by another sample; [ ] = another dose, or the depositor's remark. Unless noted, calls follow the shape of the dose curve; as a rule, active = well fitted curve in the direction sought with a large enough effect; inconclusive = small, poorly fitted or top-dose-only effect, or another doubt; inactive = no such curve, though single readings can be large; an effect the other way counts as inactive or inconclusive.
# Values run as follows: Pf growth 48h	Pf growth 96h	Giardia FBPA inh	Shiga toxin inh	HCV inh	CHX counter
- COc1ccc(N2CCN(c3ncnc4scc(-c5ccc(F)cc5)c34)CC2)cc1
  ?	12µM*	-2%	-6	?	11
- Cc1cc(C)n(-c2cccc(Cl)c2)c(=O)c1C#N
  -8%	-3%	8%	53	-5%	1
- Cc1cc(C)nc(N/N=C/C2=C(N3CCOCC3)C(=C/c3ccccc3)/CC2)n1
  ?	?	23%	20	?	5
- CC(=O)c1ccc(OCC(O)CN2C(C)(C)CC(O)CC2(C)C)cc1 (stereo unspecified)
  .	29%	0%	-6	9%	-8
- COc1ccc(-c2cc(=O)oc3c(C)c(OCC(=O)Nc4cccnc4)ccc23)cc1
  4%	27%	6%	-2	?	11
- CCOC(=O)c1ccccc1NC(=O)CCNC(=O)Cn1cnc2ccccc2c1=O
  10%	0%	6%	-7	-4%	-3
- N#Cc1ccc(NC(=O)COC(=O)CCNS(=O)(=O)c2ccccc2)cc1
  19%	42%[activator]	-2%	12	0%	45*
- CN(C)c1ccc(CNS(=O)(=O)c2csc(C(N)=O)c2)cc1
  -23%	-6%	.	-4	-23%	-2
- COc1c(C)cc(C(=O)C2CCCN(Cc3c(C)n(C)n(-c4ccccc4)c3=O)C2)cc1C (stereo unspecified)
  -3%	?	5%	3	1%	-1
- CCCCNC(=O)c1ccc(NS(=O)(=O)c2ccc3[nH]c(=O)[nH]c3c2)cc1
  -10%	?	.	-13	16%	-2
- COc1cc(/C=N/NC(=O)C(=O)N2CCCCCC2)ccc1O
  ?	25%	.	-17	3%	1
- CC(=O)SC1CC(=O)N(c2c(C)cccc2C)C1=O (stereo unspecified)
  1.9µM*	13%	-1%	-3	22%	-5
- COc1ccc(CN(Cc2ccc(C(=O)O)cc2)C(=S)Nc2ccccc2F)cc1OC
  6%	29%	-14%	-6	21%	6
- Cc1ccc(S(=O)(=O)n2nnc3ccccc32)c(C)c1C
  -20%	-1%	2%	39	15%	-2
- Cc1ccc(C)c(NC(=O)C2CC3c4ccccc4C2c2ccccc23)c1 (stereo unspecified)
  -16%	?	-6%	-20	6%	-3
- CC1CCN(S(=O)(=O)c2ccc(S(=O)(=O)N3CCCC3)cc2)CC1
  7%	32%[activator]	8%	-6	3%	5
- COc1cccc(OCCNc2cc(N3CCOCC3)ccc2[N+](=O)[O-])c1
  15%	0.41µM*	-11%	22	14µM*	44*
- COc1ccccc1NC(=O)CSc1nnc(-c2ccc(C)cc2)o1
  281%[activator]	?	3%	56	-3%	41*
- CCOC(=O)C1CCN(C(=O)CNC(=O)c2nn(-c3ccc(OC)c(Cl)c3)c(=O)c3ccccc23)CC1
  ?	?	6%	35	?	25*
- Cc1ccc(NC(=O)Cn2c(/C=C/c3ccccc3)nc3ccccc32)cc1C
  ?	-84%	6%	19	-19%	18*
- CC(C)CCNC(=O)C(C)N(C(=O)c1snc(C(N)=O)c1N)c1cnc2ccccc2c1 (stereo unspecified)
  5%	48%[activator]	-1%	-9	?	15
- O=C(O)CC(NS(=O)(=O)c1cccc2nsnc12)c1ccc(F)cc1 (stereo unspecified)
  ?	-4%	9%	21	-1%	-1
- O=C(CS(=O)(=O)c1ccccc1)N1CCN(c2ccccc2)CC1
  36%[activator]	40%[activator]	.	.	5%	.
- Cc1noc(C)c1COc1ccc(C(=O)N(C)CCOc2ccccc2)cc1
  ?	?	.	.	-9%	.
- CCOC(=O)C1(c2ccccc2)CCN(CCC(=O)Nc2ccc(F)cc2)CC1
  13µM*	9.3µM*	.	.	?	.
- O=C(c1ccc(S(=O)(=O)N2CCCC2)cc1)N1CCCCC1
  35%[activator]	7%	.	.	21%	.
- CN(C)CCN1C(=O)C(=O)/C(=C(/O)c2ccc(S(=O)(=O)N3CCOCC3)cc2)C1c1ccc(Br)cc1 (stereo unspecified)
  5%	3%	.	-5	6%	8
- O=C(/C=C\Nc1ccc(S(=O)(=O)Nc2ncccn2)cc1)c1ccccc1
  18%	32%[activator]	7%	142*	-16%	51*
- CCOC(=O)C(C)(C)N(Cc1cccc(C)c1)S(=O)(=O)c1ccc(Cl)c([N+](=O)[O-])c1
  ?	?	0%	-4	?	11
- Cc1ccc(Nc2nc(N3CCOCC3)nc(N3CCOCC3)n2)cc1Cl
  ?	-16%	?	5	5%	-3
- O=C(O)c1ccc(N(Cc2ccccc2)S(=O)(=O)c2ccccc2)cc1
  -4%&0%	9.3µM*!	-5%&-3%	3&-14	0%&-1%	-5&0
- CCCOc1ccc(C(=O)NCC(c2cccs2)N(C)C)cc1OC (stereo unspecified)
  14%	14%	-17%	-3	?	5
- CCN1CCN(CCCNC(=O)C2CCCN(c3nnc(-n4cccc4)s3)C2)CC1 (stereo unspecified)
  2%	?	16%	-4	1%	1
- O=C(NCc1cccs1)C1(S(=O)(=O)c2ccccc2)CC=CC1
  32%[activator]	-61%	-5%	-1	13%	8
- C/C(=N/NC(=O)CNC(=O)c1cccnc1)c1ccc(Cl)c(Cl)c1
  4%[0.00184 µM]	17%	4%	-6	3%	-6
- O=C(CN1C(=O)c2ccccc2C1=O)Nc1nccs1
  19%	8%	-1%	7	17%	-2
- Cc1cccc2c(=O)oc(-c3ccccc3Cl)nc12
  19%	50%[activator]	5%	.	22%	-3
- COc1ccc(C(C)=O)cc1CN(C)C
  19%	20%	-16%	17	17%	-1
- CCCCOC(=O)c1nc(Cl)c(Cl)c(N)c1Cl
  2%	19%	7%	-7	10%	-3
- CCOc1ccc(NC(=O)CSc2nnc(C34CC5CC(CC(C5)C3)C4)n2C)cc1
  .	-12%	-6%	-11	12%	-2
- CCC1S/C(=N/N=C/c2ccco2)N(Cc2ccccc2C)C1=O (stereo unspecified)
  ?	?	0%	38*	?	9
- COc1ccc(NC(=O)Cn2ncn3nc(-c4ccc(OC)cc4)cc3c2=O)cc1
  42%[activator]	2%	.	1	?	-3
- Nc1c(C(=O)NCc2ccco2)nnn1Cc1ccccc1
  4%	2%	11%	22	12%	15
- O=C(Nc1cccc(S(=O)(=O)N2CCCCC2)c1)c1ccc2ncsc2c1
  12%	-4%	-12%	89*	7.9µM*	86*
- CCC(C)(C)NC(=O)C(c1cccc(OC)c1OC)N(C(=O)CCC(=O)Nc1cc(C)on1)C(C)C (stereo unspecified)
  -19%	?	9%	27	17%	-7

# A second format for some results above:
structure | Pf growth 48h | Pf growth 96h | Giardia FBPA inh | Shiga toxin inh | HCV inh | CHX counter
CCC1S/C(=N/N=C/c2ccco2)N(Cc2ccccc2C)C1=O (stereo unspecified) | ? | ? | 0% | 38* | ? | 9
COc1ccc(NC(=O)Cn2ncn3nc(-c4ccc(OC)cc4)cc3c2=O)cc1 | 42%[activator] | 2% | . | 1 | ? | -3
Nc1c(C(=O)NCc2ccco2)nnn1Cc1ccccc1 | 4% | 2% | 11% | 22 | 12% | 15

# Carrying on:
# Values run as follows: Pf growth 48h	Pf growth 96h	Giardia FBPA inh	Shiga toxin inh	HCV inh	CHX counter
- CC(C)c1ccc(C(N)=S)cc1
  18%	-12%	0%	-3	12%	8
- O=c1c2ccccc2nc(/C=C/c2cccc(Br)c2)n1CCCO
  ?	13µM*	1%	-14	?	0
- CCCN1CCN(C(=S)Nc2ccc3nc(N4CCN(CC)CC4)cc(C)c3c2)CC1
  ?	67%[activator]	2%	-9	?	-3
- O=C1C=C(c2ccc3ccccc3c2)C[C@@H](c2ccc(F)cc2)C1
  7%	?	.	.	12%	.
- O=C(NC1CCS(=O)(=O)C1)c1ccc2c(c1)OCO2 (stereo unspecified)
  1%	22%	.	.	-5%	.
- O=C(/C=C/c1ccccc1)Nn1c(-c2cccs2)nc2ccccc2c1=O
  5%	-5%	7%	12	-15%	-3
- CCN(C(=O)c1cc2ccccc2o1)C12CC3CC(CC(C3)C1)C2
  73%[activator]	52%[activator]	-9%	21	.	14
- Nc1cc(=O)[nH]c(SCC(=O)Nc2ccc3c(c2)CCC3)n1
  ?	?	0%	21	-13%	-3
- O=C(c1ccccc1)c1cnc(-c2ccc(Cl)cc2)s1
  291%[activator]	304%[activator]	2%	116*	6%	39*
- O=S(=O)(c1cc(F)ccc1F)N1CCC2(CC1)OCCO2
  74%[activator]	0%	.	85*	12%	60*
- COc1ccc(-c2n[nH]c(=S)n2Cc2ccco2)cc1
  0%	.	3%	-5	1%	1
- COc1ccc2nc(NC(=O)CCc3cc(OC)c(OC)c(OC)c3)sc2c1
  ?	9.3µM*	-8%	-16	?	8
- O=[N+]([O-])c1ccc2c(c1Nc1ccccc1)=NC1(CCCCC1)N=2
  -9%	?	?	9	5%	12
- O=C(Cn1c(=O)c(=O)n(Cc2ccccc2)c2ccc(Cl)cc21)Nc1cc(F)ccc1F
  -4%	?	-7%	17	.	-1
- COc1ccccc1C1c2ccc3ccccc3c2Oc2ncn(CCN(C)C)c(=N)c21 (stereo unspecified)
  3.3µM*	2.3µM*	-1%	-7	13µM*	-4
- CCOc1ccc(-n2c(=S)sc3c(=O)n(-c4ccccc4)c(SCC(=O)O)nc32)cc1
  ?	0%	9%	4	8%	-2
- Cc1ccc(N2CN(Cc3cccnc3)CNC2=S)c(C)c1
  8%	0%	1%	-5	6%	-2
- COc1cccc(OC)c1C(=O)Nc1cccc2c1CCCC2
  -5%	-10%	11%	.	2%	1
- O=C(NCCc1ccccc1)c1cc(S(=O)(=O)N2CCCC2)ccc1F
  11%	?	-3%	23	-27%	23
- CC(C)c1ccc(NC2CCCN(C(=O)CN3C(=O)CSC3=O)C2)cc1 (stereo unspecified)
  -2%	?	-5%	-6	6%	11
- CCOC(=O)C1=C[C@]2(CC)CCCN3CCc4c(n1c1ccccc41)[C@@H]32
  5.2µM*	3.7µM*	-12%&-4%	33	-5%[8.37 µM]	3
- O=C(OCC(=O)c1c[nH]c2ccccc12)C1=COCCO1
  -18%	56%[activator]	0%	74*	-2%	37*
- Cn1c(=O)n(C)c2cc(N3CCOCC3)c(NC(=O)c3ccc(F)cc3)cc21
  ?	9.3µM*	.	2	5%	-2
- N#Cc1ccccc1OCC(=O)NC(=O)NCc1ccco1
  112%[activator]	171%[activator]	0%	57*	6%	26*
- CCOc1ccc(NS(=O)(=O)c2ccc(C(=O)N3CCN(c4ncccn4)CC3)cc2)cc1
  ?	19%	0%	-2	?	-2
- CCOC(=O)c1sc(NC(=O)CSc2nc(C)cc(C(F)(F)F)n2)c(C#N)c1C
  .	?	2%	-1	.	1
- Cc1nc(-c2cccnc2)sc1C(=O)Nc1ccc(Cl)cc1
  7%	49%[activator]	-1%	-11	?	-5
- CCOC(=O)C1CCCN(CC(=O)/C=C2/N(C)c3ccccc3C2(C)C)C1 (stereo unspecified)
  ?	?	-3%	-12	-15%	0
- CC(=O)c1ccc(N2CCN(C(=O)c3ccc(NC4=NC5CS(=O)(=O)CC5S4)cc3)CC2)cc1 (stereo unspecified)
  25%	?	-3%	13	4%	-4
- COC(=O)N/N=C/c1ccc(OC(=O)/C=C/c2ccco2)cc1
  11%	15%	-2%	30	1%	12
- C(=N\Nc1nncc2ccccc12)/c1ccccc1
  154%[activator]	0%	-10%	73*	14%	50*
- CCCCCCn1c(SCCN2CCOCC2)nc2c1c(=O)[nH]c(=O)n2C
  78%[activator]	-28%	6%	19	-20%	4

# Compound activity deposited in PubChem BioAssay by National Center for Advancing Translational Sciences (NCATS).
